FBA Mtb inh: Mtb fructose-bisphosphate aldolase inhibition. AID 588726. hit rate 2.3% among 360,000. purified M. tuberculosis FBA, fluorescence read-out. inhibition, % at 1 µM; in the data active = inhibition above about 27%;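 also: 0% = vehicle and 100% = reference inhibitor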
Target sequence (P9WQA3 whole entry, looked up): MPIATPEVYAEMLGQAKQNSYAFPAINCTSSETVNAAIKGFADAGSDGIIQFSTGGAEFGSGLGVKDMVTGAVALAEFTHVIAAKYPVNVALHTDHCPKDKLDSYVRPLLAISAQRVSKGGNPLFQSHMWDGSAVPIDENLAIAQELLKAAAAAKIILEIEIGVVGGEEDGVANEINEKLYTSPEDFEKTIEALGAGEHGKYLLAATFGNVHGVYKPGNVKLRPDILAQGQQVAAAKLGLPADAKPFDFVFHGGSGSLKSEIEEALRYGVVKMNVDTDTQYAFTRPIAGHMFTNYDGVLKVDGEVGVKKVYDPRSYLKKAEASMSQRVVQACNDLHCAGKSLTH
MazF activator: MazEF (E. coli) toxin RNase activation; P0AE70; FAM/BHQ RNA-DNA oligo cleavage fluorescence, 5 h; activation, % at 20 µM; hit rate 0.32% among 350,000; AID 504720; in the data active = activation above about 50%
Target sequence (P0AE70 whole entry, looked up): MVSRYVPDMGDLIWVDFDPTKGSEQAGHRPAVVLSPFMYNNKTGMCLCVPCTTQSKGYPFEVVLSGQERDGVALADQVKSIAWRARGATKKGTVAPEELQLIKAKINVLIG
BioA inh: blocks M. tuberculosis BioA enzyme activity. purified M. tuberculosis BioA enzyme, plate reader. hit rate 0.096% among 360,000. inhibition, % at 9.99 µM; in the data active = inhibition above about 40%
PriA SSB inh: inhibitors of Klebsiella pneumoniae PriA binding to SSB C-terminal tail; inhibition, % at 33 µM; hit rate 0.6% among 430,000; AlphaScreen SSBct-PriA binding, biotinylated peptide; in the data active = inhibition mostly above about 37%, no sharp cut-off; inactive = mostly below about 20%;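 also: plate controls were negative control peptide for no effect and reference peptide for full effect; strong numbers were not always called active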
Mtb UGM inh: Mtb UDP-galactopyranose mutase inhibition; hit rate 0.06% among 320,000; P9WIQ1; inhibition, % at 10 µM; purified UGM, fluorescence polarization probe displacement; AID 504406; in the data active = inhibition above about 10%, passing the limit was not always enough
Target sequence (P9WIQ1 whole entry, looked up): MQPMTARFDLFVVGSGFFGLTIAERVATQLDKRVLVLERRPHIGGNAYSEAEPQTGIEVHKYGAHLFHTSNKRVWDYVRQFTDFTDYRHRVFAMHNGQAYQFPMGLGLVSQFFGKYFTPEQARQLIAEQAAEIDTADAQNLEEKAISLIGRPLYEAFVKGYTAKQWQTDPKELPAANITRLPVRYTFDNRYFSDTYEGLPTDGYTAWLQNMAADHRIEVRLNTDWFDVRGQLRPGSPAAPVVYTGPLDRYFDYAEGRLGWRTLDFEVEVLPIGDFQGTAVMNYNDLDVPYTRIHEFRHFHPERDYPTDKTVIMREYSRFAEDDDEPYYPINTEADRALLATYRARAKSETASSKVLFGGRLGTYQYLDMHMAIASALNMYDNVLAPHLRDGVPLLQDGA
Rv3671c inh: inhibits the M. tuberculosis serine protease Rv3671c. P9WHR9. inhibition, % at 5.96 µM. hit rate 0.048% among 320,000. AID 2606; in the data active = inhibition above about 38%;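 also: extracellular domain of Rv3671c used as enzyme; 0% = enzyme with DMSO and 100% = no enzyme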
Vc quorum ag: quorum light induction in luxS cqsA deficient V. cholerae | activation, % at 18.7 µM | V. cholerae BH1578 lux reporter, luminescence, 6 h | hit rate 0.16% among 350,000; in the data active = activation mostly above about 9.7%, no sharp cut-off; also: not every result past the cut was called active; inactives centre near 0; reference of the scale not given here
DUSP3 inh: DUSP3 (human) phosphatase inhibition. inhibition, % at 13.3 µM. hit rate 0.52% among 290,000. recombinant VHR phosphatase, pNPP absorbance. AID 1654. P51452; in the data active = inhibition above about 50%; also: some compounds called inactive have numbers as strong as hits
GDH-TPI inh: inhibits GDH-TPI coupling enzymes, artifact for Mtb FBA screen. GDH-TPI coupled enzyme counterscreen, NADH absorbance. inhibition, % at 4.8 µM. hit rate 1.2% among 360,000; in the data active = inhibition above about 30%;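 also: 0% = DMSO wells and 100% = wells lacking the enzyme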
3CLpro inhibitor: SARS-CoV 3CLpro protease inhibition | P0C6X7 | recombinant SARS-CoV 3CLpro, quenched FRET peptide cleavage | inhibition, % at 6 µM | hit rate 0.14% among 290,000 | AID 1706; in the data active = inhibition above about 12%
The depositor's hits bear a star; i = inactive; . = no result given; & = joins results of further samples. A portion of the library; the hit share may differ from the screen's.

Compound	FBA Mtb inh	MazF activator	BioA inh	PriA SSB inh	Mtb UGM inh	Rv3671c inh	Vc quorum ag	DUSP3 inh	GDH-TPI inh	3CLpro inhibitor
Cc1c(NC(=O)C(C)OC(=O)c2cc3c4ccccc4n(C)c3s2)c(=O)n(-c2ccccc2)n1C (configuration not stated)	4.8	4.5	-1.2	-9.2	-2.4	-0.1	i	-8.6	20.5	-9.4
Cc1cc(C(=O)CCl)c(C)n1CCc1ccc(Cl)cc1	3.8	-6.5	0.6	40.8*	0.4	1.5	i	-2.7	3.2	11.0
COc1ccc(OC)c(NC(=O)C2COc3ccccc3O2)c1 (configuration not stated)	1.4	2.2	1.7	-2.7	-0.4	0.2	-0.9	4.4	3.4	1.2
Cc1cc2nccc(-c3ccco3)n2n1	-0.5	8.0	.	-12.1	0.3	-7.2	-0.3	33.1	10.3	-5.7
COc1ccc(-n2c(-c3ccc(Cl)cc3Cl)n[nH]c2=S)c(OC)c1	-2.2	-3.2	6.8	9.4	1.8	.	-0.2	28.4	8.6	2.9
CCOCc1cc(=O)[nH]c(SC)n1	-0.2	3.9	-0.1	3.8	.	.	i	14.8	2.6	3.7
Cc1cc(C)c(S(=O)(=O)N(C)CC(=O)NC2CCCC2)c(C)c1	1.3	10.4	-2.0	-6.5	3.1	4.0	-1.0	12.1	10.8	0.5
Cc1ccc(-c2nnc(Cc3ccc([N+](=O)[O-])cc3)o2)cc1	2.7	6.8	-1.0	-2.8	-0.8	-10.4	-3.7	-4.3	7.8	3.5

(cont.)
Compound	FBA Mtb inh	MazF activator	BioA inh	PriA SSB inh	Mtb UGM inh	Rv3671c inh	Vc quorum ag	DUSP3 inh	GDH-TPI inh	3CLpro inhibitor
CCC(C)[C@H](N)c1cn([C@@H](Cc2cc3ccccc3[nH]2)C(=O)N2CCNCC2)nn1 (some centres not stated)	0.3	11.9	-1.5	-7.5	-3.3	1.4	-0.2	13.9	2.6	-3.2
CCOC(=O)c1cccc(NC(=O)CSc2nnc(COc3ccccc3C)o2)c1	-0.2	-4.5	-3.6	-19.0	0.3	-7.5	i	-16.7	9.2	0.7
CC(=O)Nc1ccc(S(=O)(=O)Oc2cccc(N3C(=O)C4CC=CCC4C3=O)c2)cc1 (configuration not stated)	1.1	3.7	.	-14.8	-1.3	1.6	-0.7	11.9	-1.8	1.3
COCCCn1c(C(=O)NC2CCCCC2)cc2c(=O)n3cccc(C)c3nc21	37.6*	2.7	-0.8	.	.	.	-0.3	.	26.6	.
COc1ccc(CN(C)CC(=O)Nc2ccc(Cl)cc2C(F)(F)F)c(OC)c1	-0.6	-4.0	.	-48.3	2.3	9.7	i	12.6	-4.4	-2.0
Cn1c(=O)oc2cc(S(=O)(=O)N3CCN(c4ccccn4)CC3)ccc21	3.8	-6.4	-3.1	-0.1	2.5	6.0	i	3.9	2.9	-4.0
O=C(Nc1ccccc1)c1nc[nH]c1C(=O)NCCCCCCNC(=O)c1[nH]cnc1C(=O)Nc1ccccc1	0.5	-64.2	-0.7	-1.4	-1.3	-8.5	i	.	-8.5	.
O=c1[nH]c(CN2CCN(c3ccc(F)cc3)CC2)nc2ccccc12	2.2	0.5	-1.0	-8.8	-0.8	-3.3	.	28.7	5.2	1.0

More results:
Compound	FBA Mtb inh	MazF activator	BioA inh	PriA SSB inh	Mtb UGM inh	Rv3671c inh	Vc quorum ag	DUSP3 inh	GDH-TPI inh	3CLpro inhibitor
COC(=O)[C@H](Cc1ccccc1)N(Cc1ccccc1)S(=O)(=O)N(Cc1ccccc1)[C@@H](Cc1ccccc1)C(=O)OC	2.7	-3.1	1.1	-12.6	-1.1	-4.5	i	.	3.9	.
CC12CCC(=O)N1C(C(=O)Nc1cccc(F)c1)CS2 (configuration not stated)	4.3	-6.7	1.6	8.7	0.2	-3.1	-0.3	4.7	7.2	2.8
CCOC(=O)C(C#N)(Cc1ccc2ccccc2n1)Cc1ccc2ccccc2n1	-0.2	0.0	0.9	-15.0	.	.	i	.	-6.9	.
Cc1nc2nc3c(c(=O)n2[nH]1)CCCC3	3.5	11.3	-4.4	-23.7	0.0	2.7	i	-4.3	-6.7	-0.1
COc1cc(NS(=O)(=O)c2csc(C(N)=O)c2)cc(OC)c1	1.0	4.2	0.3	-0.8	0.1	4.6	-0.6	-16.2	5.6	3.1
N#Cc1ccc(COC(=O)c2cnc3ccccc3n2)cc1	-1.2	-9.3	-1.8	-14.0	0.5	-0.9	-0.5	27.7	14.9	3.5
Nc1nc(-c2ccccc2)nc2nonc12	4.4	-0.4	0.3	.	.	.	-0.3	.	9.7	.
COc1ccc(N(CC(=O)N2CCCCC2)S(=O)(=O)c2c(C)nn(C)c2C)cc1	6.2	-15.2	-1.3	-10.2	-0.3	-9.7	-0.2	12.8	-3.4	-1.8

New compounds follow.
Compound	FBA Mtb inh	MazF activator	BioA inh	PriA SSB inh	Mtb UGM inh	Rv3671c inh	Vc quorum ag	DUSP3 inh	GDH-TPI inh	3CLpro inhibitor
O=C(Nc1cc(NC(=O)c2ccccc2F)ccc1Cl)c1ccccc1	1.8	-12.3	-2.0	1.2	0.2	-11.8	-0.5	7.2	6.2	2.9
C=C(C)C1Cc2c(C)nn(-c3cccc4ccccc34)c2C1 (configuration not stated)	-3.0	-7.8	0.8	-28.1	-0.8	1.5	-0.5	-2.5	-2.5	2.6
O=C(Nc1ccccc1Cl)C1CCN(S(=O)(=O)c2cccc3nonc23)CC1	-3.9	5.2	-1.5	-7.8	0.9	4.1	-0.2	2.1	9.3	8.2
FC(F)(F)c1cccc(-c2cc(C3CCNCC3)[nH]n2)c1	-3.5	4.8	-0.4	-8.6	0.2	4.7	-0.6	-6.2	-1.9	0.1
O=C(Nc1ccc(OC(=O)N2CCCCC2)cc1)N1CCOCC1	-1.0	12.8	-0.6	-13.1	0.3	2.4	-0.4	-8.6	4.9	2.2
CC1CCC2(CC1)NC(CO)(CO)CO2 (configuration not stated)	6.3	-2.5	0.6	-16.6	1.4	0.3	-0.2	-0.2	-7.7	1.7
CC(C)C1CC(c2csc(N)n2)CCO1 (configuration not stated)	3.0	-17.2	-2.9	-6.6	-1.2	3.2	-2.8	-1.9	3.8	-7.8
O=C1C=C(c2cccc(Cl)c2)C[C@@H](c2ccc(Cl)cc2)C1	1.4	-2.3	-1.3	-7.4	-1.1	-2.0	i	.	4.0	.

Continued:
Compound	FBA Mtb inh	MazF activator	BioA inh	PriA SSB inh	Mtb UGM inh	Rv3671c inh	Vc quorum ag	DUSP3 inh	GDH-TPI inh	3CLpro inhibitor
Cc1ccc2oc(C(=O)Nc3ccc(S(=O)(=O)Nc4onc(C)c4C)cc3)cc(=O)c2c1	0.0	8.1	4.8	-7.2	-1.0	-1.4	i	5.5	8.9	-6.3
CC1CCN(c2nc3c(c(=O)[nH]c(=O)n3C)n2CC(C)CSc2nnnn2-c2ccccc2)CC1 (configuration not stated)	0.7	6.2	1.7	-3.7	-0.1	0.7	-0.2	-4.7	-1.9	-4.0
COC/C=C/C1=CC2=CC(=O)C(C)(OC(=O)c3cnc4ccccc4n3)C(=O)C2=CN1Cc1ccccc1 (configuration not stated)	-4.1	0.7	-0.4	-1.7	2.3	2.6	i	37.7	7.4	.
Cc1cccn2c(=O)c(/C=C(\C#N)S(=O)(=O)c3ccccc3)c(N3CCCCC3)nc12	4.1	-82.5	-1.0	-19.8	3.8	-8.6	-0.9	4.3	6.9	1.4
O=C(NCc1ccccc1F)c1ccc(S(=O)(=O)NCc2ccco2)cc1	-1.9	6.0	3.3	6.6	.	.	i	.	0.3	.
CCCCC[C@H](O)/C=C/[C@@H]1[C@@H](C/C=C\CCCC(=O)OC)[C@@H](O)C[C@H]1O	-0.4	5.7	0.6	-11.8	-4.7	7.0	4.3	4.7	-4.7	8.4
COc1cc(Cn2c(C(=O)O)cc3sccc32)cc(OC)c1OC	-0.1	7.9	-0.1	-4.7	.	.	-0.3	-4.4	6.0	-0.6
Cn1c(SCC(=O)NCCc2ccccc2)nnc1-c1ccco1	-3.1	0.7	-1.3	2.4	1.4	-5.0	i	-4.6	-2.5	2.3

Following part
Compound	FBA Mtb inh	MazF activator	BioA inh	PriA SSB inh	Mtb UGM inh	Rv3671c inh	Vc quorum ag	DUSP3 inh	GDH-TPI inh	3CLpro inhibitor
O=C(Nc1ccccc1)c1cc(C2CCCN(C(=O)CCc3ccccc3)C2)on1 (configuration not stated)	0.5	.	-1.9	.	.	.	-2.5	.	-3.5	.
COc1ccc(S(=O)(=O)N2CCn3c2nc2ccccc23)cc1	13.2	5.9	0.3	-22.8	2.7	-0.4	-0.3	-1.4	0.8	1.7
COc1ccc(CCNC(=O)CCc2nnc(Cc3ccc4c(c3)OCO4)o2)cc1	-1.4	5.6	-0.2	-9.8	-2.9	-8.9	i	-11.6	-3.2	-1.8
Cc1noc(C)c1C(=O)N(C)CC(=O)Nc1ccc(F)c(F)c1F	-1.1	2.0	-0.6	-1.4	1.5	2.6	i	.	-12.9	.
Cc1ccc(S(=O)(=O)N2CCCCC2)cc1C(=O)Nc1ccccn1	-0.3	4.7	2.6	-11.3	-2.9	6.2	-0.1	-6.8	-10.3	-0.7
CCN1C(=O)C(CC(=O)Nc2ccc(OC)cc2)N(Cc2ccc(OC)c(OC)c2)C1=S (configuration not stated)	-0.5	-10.5	-0.8	-3.9	-2.3	5.2	i	-2.7	0.0	0.5
COc1ccccc1NS(=O)(=O)c1cc(C(=O)NCC(c2cccs2)N2CCOCC2)ccc1C (configuration not stated)	-1.7	-2.1	0.1	-3.4	-1.0	3.9	i	.	5.2	.
Cc1ccc(N(Cc2cc3ccc(C)cc3[nH]c2=O)C(=O)c2ccco2)c(C)c1	3.4	2.7	-0.3	-8.0	-0.5	2.9	-0.3	-2.7	5.3	-1.5

Additional compounds
Compound	FBA Mtb inh	MazF activator	BioA inh	PriA SSB inh	Mtb UGM inh	Rv3671c inh	Vc quorum ag	DUSP3 inh	GDH-TPI inh	3CLpro inhibitor
Cc1ccc(CNS(=O)(=O)c2c(C(=O)N3CCCCC3)c(C)n(C)c2C)o1	-1.1	11.6	0.0	8.2	0.7	7.1	-0.2	9.1	-2.2	-8.8
O=C(CSc1nnc2ccccn12)N1CCOCC1	8.9	-0.6	.	-7.0&-6.0	-1.1	1.9	-0.3	9.7	-6.1	2.3
CCOc1ccccc1CNCc1ccc(C(=O)O)cc1	-0.6	-2.9	.	-23.9	-3.1	0.5	i	-10.5	1.8	2.1
COc1ccc(Cc2nnc(NC(=O)c3ccccc3F)s2)cc1OC	-0.8	6.8	-0.8	-10.8	-0.4	0.5	-0.2	12.2	-2.6	0.0

Screening data (PubChem)
